Screening data from PubChem.
AT treatment: potential ataxia-telangiectasia treatments restoring KAP-1 phosphorylation; […] A-T fibroblasts, KAP-1 phosphorylation AlphaLISA; neocarzinostatin DNA damage 30 min before lysis; Potency, µM (titrated, usually from 57.5 µM), inactives show at the highest dose activation, hits mostly activators; hit rate 0.19% among 320,000; note: potency is the fitted concentration of half-maximal effect; % of control where 0% means no effect; nearly all actives have a fitted effect of over 45% in size
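hTERT-immortalized A-T patient fibroblasts ([…]), 500 cells/well in OPTI-MEM, 1% FBS, got compounds for 60 min, then NCS for 30 min at 37C. Lysates were then assayed for phospho-KAP-1 by AlphaLISA (anti-pKAP1 donor, anti-KAP1 acceptor beads), 6 hr at 25C.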
ELG1 DNA repair: ELG1-dependent DNA repair inhibition | HEK293T ELG1-luciferase reporter, luminescence, 16 h; DNA damage induced by 5-fluorouridine | Potency, µM (top dose mostly 46.1 µM), without a hit: at the highest dose activity change, negative = inhibition, actives largely listed as inhibitors | hit rate 2.3% among 330,000 | AID 504467; note: potency is the fitted concentration of half-maximal effect; % is set by controls: 0 for no effect and ±100 for the full control effect; nearly all actives have a fitted effect of over 55% in size
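DMSO vehicle served as the neutral condition. Each well held 2,000 cells given 5-fluorouridine plus compound; after 16 hr at 37 °C/5% CO2, ONE-Glo was added and luciferase measured 30 min later.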
a7 integrin act: activators of alpha7 integrin expression for muscular dystrophy; hit rate 0.064% among 350,000; Potency, µM (doses to about 38.3 µM), for the others: at the top dose activation, usual class: activators; AID 624291; alpha7betagal myoblasts, beta-gal FDG fluorescence, 48 h;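 note: potency is the fitted concentration of half-maximal effect; 100% = response of the positive control SU9516; nearly all actives have a fitted effect of over 60% in size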
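Alpha7betagal+/- myoblasts (passage 13) were plated 16-24 hr, then exposed to compounds (1:260 dilution of DMSO stock) for 48 hours at 37C. After MPER lysis, β-galactosidase reporter activity was read as FDG fluorescence (ex 480/em 540) after 30 minutes.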
Mito fusion act: mitochondrial division inhibition or fusion activation; Potency, µM (titrated, usually from 46.1 µM), for inactives: top-dose growth rescue (activation), hits mostly activators; AID 485298; S. cerevisiae fusion-defective mutant growth rescue, CellTiterGlo 48 h; hit rate 0.23% among 320,000;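 note: potency is the fitted concentration of half-maximal effect; % of control where 0% means no effect; nearly all actives have a fitted effect of over 45% in size; temperature-sensitive fusion mutants such as fzo1-1 at 37 °C on non-fermentable ethanol glycerol medium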
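Luminescent cell viability in 1536-well qHTS format served as the measure of rescued growth in ts fusion-mutant S. cerevisiae cultured on non-fermentable YPEG for 48 hours at 37C.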
Tb PFK block: blocks T. brucei phosphofructokinase; O15648; T. brucei PFK, ADP-Glo luminescence; Potency, µM (series often up to 57.5 µM), without a hit: at the highest dose activity, negative = inhibition, actives largely listed as inhibitors; hit rate 0.17% among 330,000;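 note: potency is the fitted concentration of half-maximal effect; 0% = uninhibited 1x PFK enzyme wells and -100% = no-enzyme wells; nearly all actives have a fitted effect of over 60% in size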
Target sequence (O15648 whole entry, looked up): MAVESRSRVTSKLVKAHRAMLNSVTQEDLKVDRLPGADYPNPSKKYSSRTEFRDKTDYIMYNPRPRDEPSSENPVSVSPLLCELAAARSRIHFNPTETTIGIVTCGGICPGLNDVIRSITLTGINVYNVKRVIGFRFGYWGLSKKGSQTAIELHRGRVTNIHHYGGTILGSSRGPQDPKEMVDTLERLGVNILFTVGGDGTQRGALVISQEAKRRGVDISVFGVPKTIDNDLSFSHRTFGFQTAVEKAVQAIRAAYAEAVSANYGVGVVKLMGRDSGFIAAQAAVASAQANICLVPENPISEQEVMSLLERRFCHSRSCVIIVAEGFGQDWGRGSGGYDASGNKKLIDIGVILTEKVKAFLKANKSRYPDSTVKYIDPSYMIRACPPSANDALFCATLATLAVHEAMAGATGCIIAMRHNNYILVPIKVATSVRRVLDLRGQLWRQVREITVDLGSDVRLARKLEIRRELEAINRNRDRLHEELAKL
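Luminescent ADP detection (ADP-Glo, two-step: ATP depletion then ADP-to-ATP conversion for luciferase) reported PFK activity after 45 min room-temperature reaction of 1.25 nM enzyme with 0.5 mM F6P and 0.1 mM ATP at pH 8.0.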
BCR signal inh: inhibitors of chronic active B-cell receptor signaling; hit rate 0.05% among 340,000; Potency, µM (top dose mostly 46.1 µM), without a hit: top-dose ratio change, negative = lower green/red ratio, usual class: inhibitors; ABC-DLBCL IkBa-CBG/CBR reporter, luminescence ratio, 4 h; AID 493014; active = well fitted inhibition curve with a large enough effect in the signal ratio, with a control signal flat, not every such curve was filed as active; inconclusive = small, poorly fitted or top-dose-only effect, or effect the other way, or a change in a side signal; the % refers to the signal ratio;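 note: potency is the fitted concentration of half-maximal effect; plate controls were basal doxycycline-induced cells for no effect and cells given 10 µM MG132 for full effect; MG132 reads +100%, hits lower the ratio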
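Doxycycline induced both beetle luciferases in TMD8 lymphoma cells; IKK-driven degradation limits the IkappaBalpha-fused green signal, while red luminescence normalises for cell number and nonspecific effects. Compounds tested up to 46 uM, 4 hrs.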
TSHR antag: antagonists of human thyroid stimulating hormone receptor. P16473. hit rate 0.2% among 330,000. TSHR-expressing cells, TSH-stimulated cAMP HTRF, 2 h; hits give low values. AID 504810. activity change, negative = inhibition, % at 11.5 µM;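 active = activity change below a set negative limit, meaning inhibition stronger than a set level, cut at about -70% in these data; inconclusive = activity change between two set negative limits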; note: % is set by controls: 0 for no effect and ±100 for the full control effect
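TSHR-expressing cells, 200/well, pre-treated with compound, then stimulated with EC80 TSH (4nM final) for 2 hours at 37 deg C. cAMP measured by competitive HTRF: anti-cAMP cryptate antibody in lysis buffer plus cAMP-d2, read after 30 minutes at room temperature.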
TSG101-PTAP inh: blocks PTAP/TSG101 interaction to inhibit HIV-1 budding; 340,000 tested, under 10 active; Fluorescence polarization, FITC-PTAP peptide / Tsg101 binding; Q99816; Potency, µM (series often up to 115 µM), without a hit: at the top dose activity change, negative = inhibition, actives largely listed as inhibitors; AID 493005; active = well fitted inhibition curve with a large enough effect in the main read-out, with a control signal flat, not every such curve was filed as active; inconclusive = small, poorly fitted or top-dose-only effect, or effect the other way, or a change in a side signal; inactive = no such curve, though single readings can be large or run the other way; note: potency is the fitted concentration of half-maximal effect; % of control where 0% means no effect
Target sequence (Q99816 whole entry, looked up): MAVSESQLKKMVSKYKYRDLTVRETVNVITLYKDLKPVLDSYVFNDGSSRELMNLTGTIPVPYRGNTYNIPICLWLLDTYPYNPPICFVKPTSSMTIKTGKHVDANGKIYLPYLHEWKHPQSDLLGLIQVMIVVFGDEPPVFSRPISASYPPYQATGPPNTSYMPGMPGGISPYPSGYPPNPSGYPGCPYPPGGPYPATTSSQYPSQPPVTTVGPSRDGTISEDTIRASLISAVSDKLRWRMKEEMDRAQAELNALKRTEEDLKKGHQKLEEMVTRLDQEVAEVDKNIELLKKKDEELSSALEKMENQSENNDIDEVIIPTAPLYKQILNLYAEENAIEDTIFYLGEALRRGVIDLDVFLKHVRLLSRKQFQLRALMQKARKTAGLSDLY
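FP read-out: FITC-PTAP peptide, 50 nM final, binding Tsg101 binding domain, 10 uM final; 20 min, r.t.; 10 mM HEPES pH 7.5, 0.15 M NaCl, 0.01% Tween 20, 3 mM EDTA, 0.1 mM TCEP.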
Eya2 phos inh: blocks the phosphatase activity of human Eya2. Potency, µM (highest dose often 76.9 µM), without a hit: at the highest dose activity, negative = inhibition, most hits filed as inhibitors. O00167. recombinant Eya2, OMFP fluorescence dephosphorylation (OMFP is methylfluorescein phosphate). hit rate 0.006% among 330,000. AID 488837; note: potency is the fitted concentration of half-maximal effect; % is set by controls: 0 for no effect and ±100 for the full control effect
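Eya2 protein (added as 0.2 uM solution) was preincubated with compound for 10 min at ambient temperature in 50 mM HEPES pH 7.5, 50 mM NaCl, 5 uM MgCl2, 0.05% BSA, 1 mM DTT. OMFP (added at 50 uM) then reacted 10 min; fluorescence read at 485/525 nm.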
ASM inhibitor: inhibitors of human secretory acid sphingomyelinase | P17405 | placental ASM, HMU-PC fluorogenic substrate, 60 min | Potency, µM (top dose mostly 57.5 µM), for inactives: at the highest dose activity change, negative = inhibition, usual class: inhibitors | hit rate 0.006% among 340,000 | AID 504937; note: potency is the fitted concentration of half-maximal effect
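Steps: dispense placental human ASM, pin compound, wait 10 min at room temperature, add HMU-PC0 substrate at 9 uM final, incubate 60 min at 37 °C, add stop solution raising pH to 10, read fluorescence.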
TCR act: activates T cell receptor signaling; 330,000 tested, under 10 active; Potency, µM (highest dose often 9.22 µM), for inactives: top-dose activation of IL-2 secretion, actives largely listed as activators; primary human leukocytes, anti-CD3, IL-2 HTRF, 48 h; note: % of control where 0% means no effect
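IL-2 release read by HTRF sandwich (Eu cryptate donor, d2 acceptor, 665 nm emission) after 48 hr exposure of primary human leukocytes to compound together with anti-CD3 beads in the absence of co-stimulatory signals.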
* hit, by the source's call; ? = inconclusive; . = no result given; [ ] = dose if it differs, or a comment. Unless noted, calls come from the whole dose curve; as a rule, active = well fitted curve in the direction sought with a large enough effect; inconclusive = small, poorly fitted or top-dose-only effect, or another doubt; inactive = no such curve, though single readings can be large; an effect the other way counts as inactive or inconclusive. Rows were taken by chance. About 3.2% of those tested had a hit in this group.

SMILES	AT treatment	ELG1 DNA repair	a7 integrin act	Mito fusion act	Tb PFK block	BCR signal inh	TSHR antag	TSG101-PTAP inh	Eya2 phos inh	ASM inhibitor	TCR act
O=C(O)CCCCCCCCCCP(=O)(c1ccccc1)c1ccccc1	5.1%	-2.9%	-8.2%	-2.7%	2.3%	-14.4%	-11.1	-7.6%	7.0%	2.8%	7.6%
CCN(CC)S(=O)(=O)c1ccc(F)c(C(=O)NCCC(C)C)c1	3.3%	-13.0%	13.2%	0.1%	2.6%	10.5%	-6.8	2.9%	-5.6%	-5.7%	-0.5%[46.1 µM]
CCOC(=O)C1(CCCc2ccccc2)CCN(C(=O)CN2C(=O)CSC2=O)CC1	3.6%	11.6µM*	-27.1%	1.3%	16.3%	-0.4%	1.6	-0.7%	0.6%	-1.4%	0.1%
C=CCNC(=S)NNC(=O)c1ccc(OCCCC)cc1	-6.7%	-8.2%	-17.0%	4.9%	6.6%	-7.1%	7.3	-11.9%	3.5%	-0.1%	9.8%[46.1 µM]
O=C(CCNc1ccc(F)cc1)c1cccc([N+](=O)[O-])c1	-13.8%	24.9%	0.0%	5.3%	-5.8%	3.9%	-1.4	-5.7%	14.8%	-3.2%	.
COC(=O)c1cc(C(=O)OCC(=O)NC2CCCCCCC2)cc([N+](=O)[O-])c1	7.8%	-13.1%	-5.4%	9.3%	3.0%	0.7%	-24.3	-0.4%	-1.0%	-1.1%	-1.5%
Fc1ccc(-c2cc(C(F)(F)F)nc(NCC3CCCO3)n2)cc1 (stereo not drawn)	19.3%	?	25.8%	19.5%	0.2%	4.0%	-7.1	-8.5%	-13.5%	7.1%	-5.1%
COc1ccc(CNC(=O)C2CCN(S(=O)(=O)c3ccc4c(c3)CC(C)N4C(=O)C3CC3)CC2)cc1 (stereo not drawn)	1.8%	?	40.8%	1.8%	-0.2%	?	-4.8	-9.0%	-5.3%	-1.1%	-2.7%
O=C(Nc1nc(-c2ccc(Cl)s2)cs1)c1ccncc1	0.5%	-2.0%	-12.2%	1.5%	9.6%	7.8%	-48.6	-0.9%	-3.7%	-2.6%	-0.2%
O=C(Cc1ccc(Br)cc1)Nc1ncc([N+](=O)[O-])s1	-1.1%	-5.1%	22.5%	4.8%	-17.2%	?	-39.9	0.6%	-4.5%	-0.6%	-7.2%
CC1(C)OC(C)(C)/C(=C/Nc2ccccc2)C1=O	-1.4%	-5.5%	-0.8%	-6.8%	-2.9%	2.6%	23.5	1.6%	-1.6%	10.6%	1.0%[46.1 µM]
N#CCC(=O)Nc1ccc(C(=O)OCc2ccccc2Oc2ccccc2)cc1	0.0%	-12.9%	-3.0%	-14.1%	-0.5%	?	-11.8	-1.2%	-8.6%	-18.3%	3.1%
O=C(Nc1ccc(N2CCOCC2)c(Cl)c1)c1ccc2c(c1)OCCO2	-2.1%	?	4.4%	?	-0.4%	15.2%	10.3	-6.8%	2.8%	1.6%	-3.8%
O=C(NCC(c1ccco1)N1CCN(c2ccc(F)cc2)CC1)C(=O)NC1CC1 (stereo not drawn)	-3.2%	-22.2%	7.6%	-3.7%	-4.6%	?	2.7	-0.8%	3.0%	.	0.8%
CC(=O)Nc1ccc(/C(C)=N\NC(=O)c2ccc(-c3ccccc3)cc2)cc1	-3.1%	3.6%	.	-0.3%	-2.1%	-2.0%	-3.5	.	-7.7%	.	.

The final three records of the part before lead into the next:
SMILES	AT treatment	ELG1 DNA repair	a7 integrin act	Mito fusion act	Tb PFK block	BCR signal inh	TSHR antag	TSG101-PTAP inh	Eya2 phos inh	ASM inhibitor	TCR act
O=C(Nc1ccc(N2CCOCC2)c(Cl)c1)c1ccc2c(c1)OCCO2	-2.1%	?	4.4%	?	-0.4%	15.2%	10.3	-6.8%	2.8%	1.6%	-3.8%
O=C(NCC(c1ccco1)N1CCN(c2ccc(F)cc2)CC1)C(=O)NC1CC1 (stereo not drawn)	-3.2%	-22.2%	7.6%	-3.7%	-4.6%	?	2.7	-0.8%	3.0%	.	0.8%
CC(=O)Nc1ccc(/C(C)=N\NC(=O)c2ccc(-c3ccccc3)cc2)cc1	-3.1%	3.6%	.	-0.3%	-2.1%	-2.0%	-3.5	.	-7.7%	.	.
COc1cc(OC)cc(C(=O)NC(=S)Nc2cccnc2)c1	2.6%	12.3%	?	-6.1%	0.5%	?	-4.5	-3.7%	15.3%	4.4%	-0.6%
CCOC(=O)CNC(=O)CSc1nnc(-c2ccccc2)n1Cc1ccco1	-7.1%	6.5%	-10.1%	-0.3%	-17.5%	10.3%	3.8	-3.6%	-4.4%	1.5%	-4.6%
CC(=O)N(C)/C=C1\Sc2ccccc2C1=O	-11.0%	15.1%	20.3%	2.7%	-4.1%	?	-6.9	-6.7%	-22.7%	16.9%	3.9%
O=C(c1ccco1)N1CCN(c2cc(=O)n(C3CCCCC3)c(=O)[nH]2)CC1	3.7%	-4.6%	-1.9%	-1.5%	2.4%	-4.9%	2.0	-6.4%	-5.3%	-1.0%	-3.5%
COc1ccc2c(c1)OC[C@H]1[C@@H]2N2C(=O)[C@@H](C)NC(=O)[C@@]2(C)[C@H]1c1ccccc1	-3.9%	?	1.3%	.	3.0%	-1.7%	1.5	4.0%	-14.5%	-0.8%	0.4%
O=C(COC(=O)CC1CCCCC1)Nc1c(Cl)cccc1Cl	13.2%	1.5%	21.7%	9.7%	-3.0%	-0.7%	50.3	-6.0%	2.9%	2.3%	1.1%
CC(C)(C)c1cc(C(=O)NNC(=O)c2ccc(Cl)cc2)no1	-1.7%	-15.2%	3.3%	4.4%	-0.8%	0.4%	-0.9	-2.6%	-2.5%	8.2%	8.8%
O=C(Nc1nc(-c2ccccn2)cs1)c1cc(Cl)ccc1[N+](=O)[O-]	7.3%	?	-51.3%[inhibitor]	-6.1%	-5.5%	?	-5.3	-3.0%	7.5%	-3.3%	6.2%
Cc1cc(C)n(C(=O)COc2c(C)cccc2C)n1	7.0%	10.7%	2.1%	4.8%	11.8%	-1.1%	26.5	-3.4%	-2.9%	3.5%	8.6%
Cc1ccc(COc2ccc(S(=O)(=O)N3CCCC3)cc2C(N)=O)cc1	1.9%	-5.2%	-11.5%	-0.5%	4.0%	0.2%	10.7	-2.6%	4.9%	1.8%	3.8%
Cc1ccccc1NC(=S)NCCc1ccccn1	14.2%	1.3%	-29.8%	-13.8%	-5.5%	-7.5%	-0.2	-3.7%	-5.2%	4.8%	0.0%
CC(=O)Nc1ccc(OS(=O)(=O)c2ccccc2C)cc1	4.9%	17.4%	-0.7%	7.2%	4.9%	-1.2%	-7.3	-0.1%	-20.0%	0.2%	0.7%
Cc1csc(Nc2nc(N)c(C(=O)Nc3ccccc3)o2)n1	13.6%	?	-39.3%[inhibitor]	-5.7%	-1.2%	?	-1.3	-6.4%	8.0%	1.2%	0.5%
COc1ccc(NC(=O)C2CCCN(S(C)(=O)=O)C2)cc1 (stereo not drawn)	4.6%	2.5%	0.2%	-0.3%	-0.5%	?	-1.9	-2.7%	-1.8%	2.0%	13.2%
Cn1c(C(=O)NCCc2ccccc2)cc(=O)n(C)c1=O	0.6%	-4.8%	-11.4%	-1.9%	0.7%	10.1%	6.6	1.7%	9.4%	0.2%	18.9%
Cn1c(=O)c2c(nc(CN3CCN(c4ccccc4F)CC3)n2CCN2CCOCC2)n(C)c1=O	3.1%	?	-18.3%	-0.5%	1.0%	-2.6%	-1.2	-5.2%	0.3%	1.1%	7.7%[46.1 µM]
O=C(Nc1ccccc1)Nc1ccc(Br)cc1F	-0.2%	?	21.6%	-3.4%	2.4%	?	-20.7	-2.0%	-5.4%	-0.5%	11.6%[46.1 µM]
